Screens (PubChem)
Epigenetic reg – derepresses silenced GFP reporter in murine cells; murine LDR cells, GFP reporter derepression, 30 h; AID 1865; 280,000 tested, 0.2% active; Potency, µM (highest dose often 53.9 µM), for inactives: top-dose GFP activation, most hits filed as activators; active = well fitted activation curve with a large enough effect; inconclusive = small, poorly fitted or top-dose-only effect; also: % of control where 0% means no effect; nearly all actives have a fitted effect of over 60% in size
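Murine LDR cells carrying a silenced, genomically integrated CMV-driven GFP reporter were exposed to compound for 30 hours at 37 C. After PBS washes, GFP-positive cells (20–120 um objects) were counted by laser-scanning microplate cytometry.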
Starred values were filed as active, the others as inactive; u = inconclusive. Potency is read from the fitted curve at half-maximal effect.

SMILES | Epigenetic reg
CCCOc1ccc(C(=O)N(Cc2ccc(Cl)cc2)Cc2ccco2)cc1 | -0.8%
Cc1ccc(CCNC(=O)CN(c2cc(C)cc(C)c2)S(=O)(=O)c2c(C)noc2C)cc1 | 1.7%
CCCCNC(=O)c1cc2c(=O)n3cccc(C)c3nc2s1 | -1.8%
COc1ccccc1NC(=O)CSc1oc(-c2ccco2)nc1S(=O)(=O)c1ccc(Br)cc1 | -2.7%
CCC12CN3CC(C)(CN(C1)C3c1c[nH]c3ccc(OC)cc13)C2=O (centres undefined) | 2.1%
COCCOC(=O)C1=C(C)N=C2SCCC(=O)N2C1c1ccc(OCc2ccccc2)c(OC)c1 (centres undefined) | 3.0%
CCOC(=O)c1cc(-c2ccc(C)cc2)n(CC(=O)Nc2ccc(OC)c(Cl)c2)c1C | 0.0%
COc1cc(C(=O)N2CCc3c([nH]c4ccccc34)C2c2ccccc2)cc(OC)c1OC (centres undefined) | -2.4%
Cc1nc(N2CCCC2)c2c(C(=O)N3CCN(c4ccc(F)cc4)CC3)c(C)oc2n1 | -1.3%
COc1ccc(-c2nc3nc(C)cc(Nc4ccc(C(C)=O)cc4)n3n2)cc1 | 2.4%
Cc1cnc(=O)[nH]c1SCC(=O)Nc1cc(C(F)(F)F)ccc1Cl | 2.4%
COc1ccc(NC(=O)c2sc3nc(C(F)(F)F)cc(C)c3c2N)cc1OC | 14µM*
CCOC(=O)c1cc2c(=O)n3ccccc3nc2n(CCCOC)c1=NC(=O)c1c(-c2ccccc2Cl)noc1C | 1.5%
Cc1cccc(Cn2c(CNS(=O)(=O)c3ccc(Cl)s3)nc3cccnc32)c1 | 0.0%
Cc1ccc(-c2nnc3c4ccccc4c(C)nn23)cc1NC(=O)c1ccccc1 | 1.0%
COc1ccc(CNC(=O)C2CCN(S(=O)(=O)c3ccc4c(c3)CCCN4C(C)=O)CC2)cc1 | 0.0%
CC(C)CC(=O)OCc1cc(=O)n2nc(C3CCCCC3)sc2n1 | 2.3%
Cc1oc(-c2cccc(Br)c2)nc1CN1CCC(C(=O)NCCc2ccc(Cl)cc2)CC1 | 0.5%
COc1cccc(-c2[nH]c3c(c2-c2c(-n4cccc4)n(C)c(=O)[nH]c2=O)c(=O)[nH]c(=O)n3C)c1 | 1.6%
O=C(NCc1ccccc1F)C(=O)NCC(c1ccc2c(c1)OCO2)N1CCOCC1 (centres undefined) | 0.0%
COc1ccc(OC)c(NC(=O)Cn2cnc3ccc(S(=O)(=O)N4CCC(C)CC4)cc3c2=O)c1 | -1.1%
Cc1ccccc1NC(=O)Nc1nnc(N2CCCCCC2)s1 | -6.2%
CCN(CC)CCSc1nnc2c3cc(F)ccc3n(CC)c2n1 | -0.2%
CCOc1ccccc1NC(=O)c1nc2nc(C)cc(C(F)F)n2n1 | -1.1%
CCn1c(SCC(=O)c2ccccc2)nnc1-c1cccc(Cl)c1 | 0.0%
COc1ccc(-c2cc(C(F)(F)F)n3nc(C(=O)Nc4cc(C(F)(F)F)ccc4Cl)cc3n2)cc1OC | 8.6%
Cc1cc(Nc2ccc(Cl)cc2)n2cnnc2n1 | -1.5%
CC(C)Oc1cccc(C(=O)Nc2ccc3oc(-c4ccccc4)nc3c2)c1 | 2.7%
Cc1ccc(NC(=O)N2CCC(CN3CCC(C)CC3)CC2)cc1F | -0.4%
Cc1ccc(-c2noc(-c3ccc(NCc4cccnc4)c([N+](=O)[O-])c3)n2)cc1 | 2.4%
O=C(CSc1nc(=O)n(Cc2ccccn2)c2c1CCC2)Nc1ccccc1 | 8.3%
CCOc1ccc2nc(Cl)c(C3CC(c4ccc(OC)cc4)=NN3S(C)(=O)=O)cc2c1 (centres undefined) | u
Cc1cccc(N2CCN(c3nc4ccc(C)cc4n4cnnc34)CC2C)c1 (centres undefined) | 0.0%
COC(=O)c1cccc(Nc2c(-c3cc(Br)ccc3O)nc3nc[nH]n23)c1 | -0.5%
Cc1nnc(NC(=O)CSc2nccn2-c2ccc(Cl)cc2)s1 | 2.8%
CCOc1ccc(C2=CC(c3cc(Br)ccc3F)n3ncnc3N2)cc1Cl (centres undefined) | -1.1%
Cc1cccc(NC(=O)Cn2nc(-c3ccc(Cl)cc3)c3ccccc3c2=O)c1 | 0.1%
Cc1ccc2nc(-c3ccc(Cl)c(NC(=O)COc4cccc(C)c4C)c3)oc2c1 | -0.2%
CCOc1ccccc1CNC(=O)CN1C(=O)c2cccnc2Oc2ccc(Cl)cc21 | -1.2%
Cn1c(=O)c2c(SCC(=O)NCc3ccco3)nc(-c3ccccc3Cl)nc2n(C)c1=O | -2.7%
Cc1ccc(C)c(NC(=O)c2cnc(N3CCCC3)nc2C)c1 | 0.3%
CC1CCCN(C(=O)c2ccc(CSc3nc4ccncc4n3Cc3ccccc3)cc2)C1 (centres undefined) | -3.1%
Cc1ccc(NC(=O)c2cnc(N3CCCC3)nc2C)cc1F | -3.0%
CCC(=O)Nc1nnc(S(=O)(=O)N(C)Cc2ccc(Cl)cc2)s1 | 1.4%
COc1cc2c(=O)n(Cc3ccccc3Cl)c(=O)n(CC(=O)Nc3ccc(C)c(C)c3)c2cc1OC | 0.9%
Cc1ccc(C)c(Cn2c(-c3cccs3)nc3ccccc32)c1 | -2.7%
CCN1C(=O)c2ccccc2Sc2ccc(C(=O)NCCCN(CC(C)C)CC(C)C)cc21 | 3.3%
N#Cc1c[nH]n2c(NC3CCCC3)c(-c3ccc(Cl)cc3)nc12 | 3.1%
CCCC(=O)Nc1ccccc1C(=O)OCc1cc(=O)n2nc(C(C)C)sc2n1 | -6.8%
COc1ccccc1NC(=O)Cn1c(=O)n(-c2cccc(C)c2)c(=O)c2c1c1cc(C)ccc1n2C | 0.0%
O=C(Cn1c(=O)c2sccc2n(CC(=O)Nc2ccc(Cl)cc2Cl)c1=O)NCCc1ccccc1 | 0.5%
COC(=O)c1ccccc1-n1cc2c(c1-c1cccc(C)c1)c(=O)n(C)c(=O)n2C | -1.9%
CCC(C(=O)NCCc1ccc(OC)c(OC)c1OC)n1nc(C)c2sc3ccccc3c2c1=O (centres undefined) | 0.5%
COc1ccc2c(c1)CC(C(=O)NCCCN1CCN(c3cccc(Cl)c3)CC1)CO2 (centres undefined) | -1.7%
Cc1ccc2nc(-c3ccc(O)cc3)c(Nc3ccc4c(c3)OCO4)n2c1 | -1.8%
Cc1ccccc1NS(=O)(=O)c1ccc2c(c1)NC(=O)CCS2 | -0.4%
COCCNC(=O)CSc1nc(-c2ccc(F)cc2)[nH]c1-c1ccc(Cl)cc1 | 4.1%
COc1cccc(NC(=O)N2CCC(n3c(C)nc4cccnc43)CC2)c1 | 1.0%
Cc1cc2c(cc1S(=O)(=O)CCC(=O)Nc1ccc(OC(F)(F)F)cc1)OCC(=O)N2 | 1.4%
CC(=O)c1cc(-c2ccccc2)n(CCC(=O)Nc2ccc(C(C)C)cc2)c1C | -1.1%
Continuation.
SMILES | Epigenetic reg
Cc1noc(C)c1S(=O)(=O)N1CCCC(C(=O)Nc2ccc(C(C)C)cc2)C1 (centres undefined) | 2.3%
COc1ccc(N2CCN(C(=O)CCc3nnc4n(C)c(=O)c5sccc5n34)CC2)cc1 | -1.8%
Cc1cc(Nc2cccc(Cl)c2)nc2ccc(NC(=O)Cc3ccc(Cl)cc3)cc12 | -1.2%
CC1CCCCN1CCCNC(=O)Cn1ncc2c([nH]c3ccccc32)c1=O (centres undefined) | -1.2%
COc1ccc(C(=O)NCCn2cc(SCC(=O)Nc3ccc4c(c3)OCCO4)c3ccccc32)cc1OC | 11%
CCc1ccc(-c2nn(CC(=O)Nc3ccccc3C)c3c2cnc2ccc(C)cc23)cc1 | 0.0%
CC(NC(=O)C1CCN(C(=O)c2ccc(-n3ccc4ccccc43)s2)CC1)c1ccccc1 (centres undefined) | -0.9%
COc1ccc(CCNS(=O)(=O)c2ccc3c(c2)CC(C)N3C(=O)C2CCC2)cc1OC (centres undefined) | -1.2%
CCn1cnc2c(=O)oc3ccc(S(=O)(=O)N4CCN(c5cc(C)ccc5C)CC4)cc3c21 | 2.0%
CCOc1cc(CNc2ccc(O)cc2)ccc1OCc1ccc(Cl)cc1 | 2.9%
Cc1ccc(Cl)cc1N1CCN(C(=O)c2ccc(CS(=O)c3ccccc3)o2)CC1 (centres undefined) | -1.1%
CCOC(=O)c1ccc(N2C(=O)c3n[nH]c(-c4ccco4)c3C2c2ccc(OCC)cc2)cc1 (centres undefined) | 8.4%

Reformatted: results already given.
Epigenetic reg	compound
-1.1%	CC(=O)c1cc(-c2ccccc2)n(CCC(=O)Nc2ccc(C(C)C)cc2)c1C
2.3%	Cc1noc(C)c1S(=O)(=O)N1CCCC(C(=O)Nc2ccc(C(C)C)cc2)C1 (centres undefined)
-1.8%	COc1ccc(N2CCN(C(=O)CCc3nnc4n(C)c(=O)c5sccc5n34)CC2)cc1
-1.2%	Cc1cc(Nc2cccc(Cl)c2)nc2ccc(NC(=O)Cc3ccc(Cl)cc3)cc12
-1.2%	CC1CCCCN1CCCNC(=O)Cn1ncc2c([nH]c3ccccc32)c1=O (centres undefined)
11%	COc1ccc(C(=O)NCCn2cc(SCC(=O)Nc3ccc4c(c3)OCCO4)c3ccccc32)cc1OC
0.0%	CCc1ccc(-c2nn(CC(=O)Nc3ccccc3C)c3c2cnc2ccc(C)cc23)cc1
-0.9%	CC(NC(=O)C1CCN(C(=O)c2ccc(-n3ccc4ccccc43)s2)CC1)c1ccccc1 (centres undefined)
-1.2%	COc1ccc(CCNS(=O)(=O)c2ccc3c(c2)CC(C)N3C(=O)C2CCC2)cc1OC (centres undefined)
2.0%	CCn1cnc2c(=O)oc3ccc(S(=O)(=O)N4CCN(c5cc(C)ccc5C)CC4)cc3c21
2.9%	CCOc1cc(CNc2ccc(O)cc2)ccc1OCc1ccc(Cl)cc1
-1.1%	Cc1ccc(Cl)cc1N1CCN(C(=O)c2ccc(CS(=O)c3ccccc3)o2)CC1 (centres undefined)
8.4%	CCOC(=O)c1ccc(N2C(=O)c3n[nH]c(-c4ccco4)c3C2c2ccc(OCC)cc2)cc1 (centres undefined)

The results go on.
SMILES | Epigenetic reg
Cc1nc2ccccn2c(=O)c1NC(=O)c1c(F)cccc1F | 1.2%
O=C(Nc1c(C(=O)N2CCN(c3ccccc3)CC2)oc2ccccc12)c1ccco1 | 0.0%
Cc1cccc(Nc2nc(-c3ccccc3)c3cc(C)ccc3n2)c1 | -1.6%
COc1ccccc1CNS(=O)(=O)c1cc(Br)cc2c1N(C(=O)C1CC1)CC2 | -1.8%
COc1ccc(-c2cc(C(F)(F)F)n3nc(C(=O)Nc4cccc(Cl)c4C)cc3n2)cc1 | 0.0%
Cc1cccc(N2CCN(C(=O)CCNS(=O)(=O)c3ccc4c(c3)CCN4C(=O)C3CC3)CC2)c1C | 0.0%
COc1ccc(NC(=O)c2oc3ccccc3c2NC(=O)c2cc(=O)c3cc(Cl)ccc3o2)cc1 | 7.4%
CC(C)c1ccc(NC(=O)C2CCCN(S(=O)(=O)c3ccc4[nH]c(=O)oc4c3)C2)cc1 (centres undefined) | 0.0%
COc1cc(OC)c(NS(=O)(=O)c2cc(-c3cnc(C)o3)ccc2OC)cc1Cl | -1.7%
O=C(Nc1nnc(S(=O)(=O)N2CCCCCC2)s1)c1ccc(Cl)cc1 | 5.1%
CCOc1ccccc1OCCCn1c(-c2ccc(Cl)cc2)nc2ccccc2c1=O | -1.6%
O=C(Nc1ccc(F)cc1)c1ccc(Cn2nc(N3CCN(c4ccccc4)CC3)ccc2=O)o1 | 11%
Cc1ccc(-c2n[nH]c3c2C(c2ccccc2Cl)N(c2ccc(C(=O)O)cc2)C3=O)cc1 (centres undefined) | -1.1%
CCCCCSc1nnc2c(n1)OC(CC)Nc1ccc(Br)cc1-2 (centres undefined) | 0.1%
CC(=O)Nc1ccc(NC(=O)CCc2c(C)nc3c(c(C)nn3-c3ccccc3)c2C)cc1 | -1.6%
CC(=O)c1ccc(NS(=O)(=O)c2cc3[nH]c(=O)c(=O)[nH]c3cc2C)cc1 | -1.2%
CCC(C)NC(=O)c1sc2nc3n(c(=O)c2c1C)CCC3 (centres undefined) | 0.8%
Cc1ccc(C(=O)N2CCc3cc(CNS(=O)(=O)c4cccs4)ccc32)cc1 | -2.5%
Cc1ccc2c(c1)c(=O)c(C(=O)c1ccncc1)cn2CC(=O)Nc1ccc(C(C)C)cc1 | u
O=C(CCn1c(=O)c2ccccc2n(Cc2cccc(F)c2)c1=O)NCc1ccc2c(c1)OCO2 | 13%
Cc1ccc(NC(=O)CSc2nc3ccccc3c(=O)n2CCC(=O)NC2CCCCC2)cc1C | 4.9%
Cc1ccc(NC(=O)CSc2nc3c(oc4ccccc43)c(=O)n2Cc2ccco2)cc1 | 1.4%
O=C(Nc1ccc(O)cc1)c1cccc(S(=O)(=O)N2CCOCC2)c1 | -1.6%
Cc1ccccc1C(=O)Nc1cccc(C(=O)OCc2cc(=O)n3nc(C4CC4)sc3n2)c1 | u
CCCCn1c(SCC(=O)Nc2ccc(OCC)cc2)nc2ccsc2c1=O | -1.3%
COc1ccc(NC(=O)CSc2cn(CC(=O)N3CCOCC3)c3ccccc23)cc1OC | 2.7%
CCOc1ccc(-c2cn3c(n2)sc2cc(C(=O)NCCc4ccc(OC)c(OC)c4)ccc23)cc1 | 5.4%
COCCCNC(=O)CSc1nc2cc(OC)c(OC)cc2c2nc(-c3ccccc3)nn12 | 0.4%
CCOC(=O)c1ccc(N2CCN(c3cccc(Cl)c3)CC2)c(NC(=O)Nc2ccc(OC)cc2OC)c1 | 1.2%
Cc1cc(C)cc(OC(=O)c2snnc2C)c1 | -3.2%
CCOc1cccc(CC(=O)NCc2ccc3c(c2)CCN3C(=O)c2ccc(F)cc2)c1OCC | 0.8%
O=C(CCCCCn1c(=O)[nH]c2ccccc2c1=O)N1CCN(c2cccc(C(F)(F)F)c2)CC1 | 1.1%
CCC(=O)N1CCc2cc(S(=O)(=O)NC(Cc3ccccc3)C(=O)NCc3ccc(F)cc3)ccc21 (centres undefined) | -0.1%
Cc1ccc(OCc2cc(=O)n3cc(C)sc3n2)c(C)c1 | 12%
Cn1c(C(=O)NCc2ccccc2F)cc2cc(S(=O)(=O)N3CCCCC3)ccc21 | -1.4%
CCCN(Cc1cccs1)C(=O)Nc1ccc(Br)cc1F | -1.7%

Some of the compounds tested; count on the stated rates, not on these rows.
